aSyn 5UTR inh: 5' untranslated region of α-synuclein, MLPCN primary screen | alpha-synuclein 5'UTR reporter, inhibitor activity | inhibition, % (tested at 7.5 µM) | 0.82% of 300,000 active | AID 1813; in the data active = inhibition above about 60%;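 also: H4 neuroglioblastoma cells stably carrying SNCA 5'UTR luciferase fusion; 0% = DMSO wells and 100% = positive control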
GSK3 alpha inh: human GSK-3 alpha kinase inhibition; ADP-Glo luminescence, 60 min; AID 2650; 0.1% of 320,000 active; inhibition, % at 10 µM;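 in the data active = inhibition above about 50%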;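 also: GST-tagged GSK-3 alpha with peptide substrate and 25 µM ATP; 0% = DMSO neutral wells and 100% = GW8510 positive control wells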
Target sequence (P49840 whole entry, looked up): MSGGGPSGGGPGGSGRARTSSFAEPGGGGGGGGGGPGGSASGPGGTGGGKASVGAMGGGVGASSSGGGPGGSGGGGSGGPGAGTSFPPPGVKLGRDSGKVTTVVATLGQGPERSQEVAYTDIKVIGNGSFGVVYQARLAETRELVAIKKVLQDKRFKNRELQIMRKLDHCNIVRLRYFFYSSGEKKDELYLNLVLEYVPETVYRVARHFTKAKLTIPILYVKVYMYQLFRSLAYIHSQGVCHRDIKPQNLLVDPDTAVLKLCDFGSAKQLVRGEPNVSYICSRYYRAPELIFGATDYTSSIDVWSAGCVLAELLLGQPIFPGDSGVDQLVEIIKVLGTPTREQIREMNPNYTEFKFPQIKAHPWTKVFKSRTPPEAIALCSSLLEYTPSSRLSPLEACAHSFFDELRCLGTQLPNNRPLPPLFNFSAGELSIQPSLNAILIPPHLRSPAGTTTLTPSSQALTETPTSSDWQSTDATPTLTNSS
IEC-6 cytotox: IEC-6 cytotoxicity, counter-screen for KLF5 inhibitors; luminescence viability; inhibition, % at 5 µM; 0.78% of 290,000 active; in the data active = inhibition above about 22%;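 also: 0% = plate median of test compound wells and 100% = cytotoxic reference compound wells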
Platelet DG rel: modulates dense granule release in human platelets | human platelet-rich plasma, SFLLRN dense granule ATP release, luminescence | inhibition, %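 (compounds screened at 7.5 µM in platelet-rich plasma)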 | 0.22% of 300,000 active | AID 1663;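 active = mean replicate score, as percent of positive control, at or above 50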
HSP90 refold inh: HSP90 refolding inhibition in rabbit reticulocyte lysate | inhibition, % at 5.6 µM | AID 1789 | 0.91% of 290,000 active | luciferase refolding luminescence, 3 h;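 active = inhibition above the screen-wide mean plus 3 SD, computed separately per campaign, cut at about 16% in these data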;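 also: 0% = DMSO wells and 100% = 60 µM geldanamycin wells; inhibitors lower the luminescence because luciferase stays unfolded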
Dyrk1A ADPGlo: blocks rat Dyrk1A kinase activity; Q63470; inhibition, % at 12.5 µM; 0.43% of 310,000 active; ADP-Glo luminescence, NFATc1 peptide; AID 504441; in the data active = inhibition above about 50%;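 also: plate controls were vehicle with enzyme for no effect and no enzyme for full effect; many of its hits are not listed in these tables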
HSF1 activator: increases HSF-1 driven luciferase reporter signal | activation, % at 9 µM | 1.7% of 300,000 active | NIH3T3-HGL HSF-1 luciferase reporter, MG132, 8 h; 100% = twice DMSO control signal;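 active = mean replicate activation of at least 50% with a set share of replicates each reaching 50%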;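 also: 0% = median of the neutral control wells and 100% = twice that signal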
KLF5 inh: kruppel-like factor 5 inhibition. DLD-1 KLF5 promoter-luciferase reporter, luminescence. inhibition, % at 5 µM. 0.23% of 290,000 active. AID 1700;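 active = inhibition above a per-plate limit of that plate's mean compound inhibition plus 3 SD, cut at about 60% in these data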;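 also: 0% = DMSO wells and 100% = LY294002 at 200 µM; higher means less KLF5 promoter-driven luciferase light; inactives centre near -14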
GSK3beta inhib: inhibitors of human GSK3beta kinase | activity score (negative = inhibition), % at 10 µM | AID 2097 | P49841 | 0.038% of 300,000 active | GST-GSK3beta kinase, ADP-Glo luminescence, 60 min; stronger effect = lower value;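 active = more than half of replicate wells score below -50%, meaning over 50% inhibition versus plate controls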;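 also: 0% = median DMSO wells and -100% = median GW8510 positive control wells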
Target sequence (P49841 whole entry, looked up): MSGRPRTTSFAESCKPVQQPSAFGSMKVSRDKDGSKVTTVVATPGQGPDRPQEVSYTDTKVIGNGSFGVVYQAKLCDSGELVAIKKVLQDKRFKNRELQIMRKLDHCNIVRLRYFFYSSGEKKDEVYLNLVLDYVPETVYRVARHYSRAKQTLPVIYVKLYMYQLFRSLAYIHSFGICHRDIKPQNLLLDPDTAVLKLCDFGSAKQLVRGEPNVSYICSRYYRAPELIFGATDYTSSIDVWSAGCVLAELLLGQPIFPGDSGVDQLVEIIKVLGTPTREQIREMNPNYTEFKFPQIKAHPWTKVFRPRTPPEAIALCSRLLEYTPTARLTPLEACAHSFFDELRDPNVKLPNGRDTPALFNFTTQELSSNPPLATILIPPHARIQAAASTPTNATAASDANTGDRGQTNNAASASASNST
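Assay system: GST-tagged human GSK3beta kinase, cell-free; Input: 1.6 ng GSK3beta; Medium: Tris/MgCl2 kinase buffer; Timing: 60 min enzyme reaction, room temperature; Signal: ADP-Glo luminescence quantifying ADP generated by kinase; Evaluation: score relative to plate controls; Benchmarks: DMSO neutral wells and GW8510 at 20 µM as positive.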
HSF1 inhib: HSF1 inhibition. NIH3T3-HGL HSE-luciferase, MG132-induced, luminescence 8 h; stronger effect = lower value. activity change, negative = inhibition, % at 7.5 µM (by protocol). 0.77% of 300,000 active. AID 2098;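 active = more than half of replicate wells show activity change below -50%, luminescence cut by over half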;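 also: luciferase reports HSF-1 transcriptional activity via heat shock element; 0% = median of DMSO wells and -100% = zero luminescence signal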
* marks the source's active call; other numbers are inactive results; / = no result given.

No.	mol	aSyn 5UTR inh	GSK3 alpha inh	IEC-6 cytotox	Platelet DG rel	HSP90 refold inh	Dyrk1A ADPGlo	HSF1 activator	KLF5 inh	GSK3beta inhib	HSF1 inhib
1	Cc1ccc(C(c2nnnn2CCc2ccccc2)N2CCC(C)CC2)cc1 (stereo not drawn)	-9	0	-1	1	-3	/	22	0	1	-3
2	COc1cccc(NC(=O)CSCc2cc(=O)n3nc(C4CC4)sc3n2)c1	-21	0	4	10	-2	3	4	-28	1	-2
3	Cc1cccc(NC(=S)NC2CC3CCCC(C2)N3Cc2cccs2)c1C (stereo not drawn)	-2	-7	3	3	1	-7	-2	-16	4	-7
4	Cc1cccc(-n2c(N)cc(=O)nc2SCC(=O)Nc2nnc(C)s2)c1	-3	/	4	-3	6	-2	-1	-8	-1	-5
5	CC(C)(O)C(=O)N=Nc1c(O)[nH]c2ccccc12	-96	4	5	-3	0	1	36	-80	-3	8
6	COc1ccccc1CN1CC(C(=O)NCc2cccc(Cl)c2)CCC1=O (stereo not drawn)	10	-2	3	-3	-1	-7	2	-9	0	2
7	Cc1cc(N2CCN(c3ccccn3)CC2)n2cc(-c3ccccc3)nc2n1	4	-2	-2	-3	-4	-2	6	-4	0	-5
8	CC(C)(C)NC(=S)Nc1ccc(Br)cc1	-52	1	-3	0	1	0	5	-40	1	9
9	CCN1C(=NCCc2cccnc2)N[C@@H](c2ccccc2)C(C(=O)OC)=C1C	13	0	4	-2	2	54*	7	-22	-25	-5
10	O=C(N/N=C\C=C\c1ccco1)C1COc2ccccc2O1 (stereo not drawn)	-4	-5	-7	20	-2	9	47	-44	0	8
11	O=Cc1cn(-c2ccccc2)nc1-c1cccnc1	26	0	-3	-3	-5	1	6	-18	1	9
12	O=C(O)CCCn1c(=O)c2cccn2c2ccc(F)cc21	0	3	-3	0	-2	4	-7	-24	-3	0
13	O=C(O)C1CC(c2ccccc2)=Nc2ccccc2S1 (stereo not drawn)	-61	0	-4	6	2	-3	3	-51	2	1
14	Cc1ccc(N2C(=O)c3ccc(C(=O)O)cc3C2=O)c(C)c1	8	-1	3	9	-5	-5	42	-3	-2	0
15	CCOC(=O)c1cnc(SC)nc1Oc1cccc(NS(=O)(=O)c2ccc(C)cc2)c1	33	1	2	-5	2	0	-6	-20	5	-5
16	Cc1ccc(C(C(=O)NC2CCCC2)N(C(=O)CNC(=O)c2ccco2)c2ccccc2)o1 (stereo not drawn)	-7	-1	-2	-3	1	-1	9	1	1	5
17	COc1ccc(C2=NN(C(=O)c3cccs3)C(c3ccc(OC)cc3)C2)cc1 (stereo not drawn)	3	-4	9	17	5	-2	11	-9	2	12
18	Cc1cc(=O)oc2c(C)c(OCC(=O)N3CCC(C(=O)O)CC3)ccc12	3	0	-5	2	-3	12	4	-13	-3	1
19	COc1ccc(CN(C)CCc2ccccn2)cc1OC	11	0	4	-5	-2	-2	3	-7	1	3
20	CCOC(=O)C1=C(N)Oc2c(oc(CO)cc2=O)C1c1ccc(F)c(F)c1 (stereo not drawn)	19	-2	-6	4	-1	4	-5	-44	-6	4
21	COc1cc(C(=O)Nc2nc3ccc(C)cc3s2)ccc1OCc1c(C)noc1C	-99	0	-6	/	-4	-6	0	60	-3	-8
22	Cc1ccc(O)c(NC(=O)COc2cc(C)ccc2C)c1	-34	0	4	7	1	0	77*	-7	2	23
23	O=C(Cc1ccc([N+](=O)[O-])cc1)N1N=C2CCCCC2C1(O)C(F)(F)F (stereo not drawn)	16	1	2	6	4	/	34	-23	2	4
24	N#Cc1cccc(NC(=O)CC2CCCC2)c1	-8	-1	-3	-8	-6	-3	8	20	3	1
25	COc1cccc(CNC(=O)CNC(=O)c2cccs2)c1	-8	3	10	1	3	-2	-7	-3	-1	4
26	Nc1n[nH]c2c1C1(CCCCC1)Cc1ccccc1-2	10	1	2	-1	0	-9	-3	-47	1	-11
27	O=C(Nc1ccc2c(c1)OCCO2)NC1CCCCC1	-55	0	3	1	10	-3	31	-126	5	19
28	OCCNCc1cccc(Br)c1	2	2	3	-2	1	1	8	-6	2	-3
29	Cc1cccc(OCC(=O)NNC(=O)Cn2c(=O)cnc3ccccc32)c1	1	-1	/	-2	/	/	-9	/	-7	-7
30	O=C1C=C(NCC2CCCO2)C2(CCCCC2)O1 (stereo not drawn)	5	4	-1	8	4	-2	-2	-5	-4	-2

Part of the list above in order of length of the SMILES, lowest first:
No.	mol	aSyn 5UTR inh	GSK3 alpha inh	IEC-6 cytotox	Platelet DG rel	HSP90 refold inh	Dyrk1A ADPGlo	HSF1 activator	KLF5 inh	GSK3beta inhib	HSF1 inhib
8	CC(C)(C)NC(=S)Nc1ccc(Br)cc1	-52	1	-3	0	1	0	5	-40	1	9
6	COc1ccccc1CN1CC(C(=O)NCc2cccc(Cl)c2)CCC1=O (stereo not drawn)	10	-2	3	-3	-1	-7	2	-9	0	2
2	COc1cccc(NC(=O)CSCc2cc(=O)n3nc(C4CC4)sc3n2)c1	-21	0	4	10	-2	3	4	-28	1	-2

More entries:
No.	mol	aSyn 5UTR inh	GSK3 alpha inh	IEC-6 cytotox	Platelet DG rel	HSP90 refold inh	Dyrk1A ADPGlo	HSF1 activator	KLF5 inh	GSK3beta inhib	HSF1 inhib
31	O=C1c2ccc(-c3ccc4c(c3)C(=O)N(CCCO)C4=O)cc2C(=O)N1CCCO	22	2	-2	24	5	9	-12	-23	1	-7
32	CC(C)OC(=O)Cn1nc(C(c2ccccc2)c2ccccc2)oc1=O	2	-1	5	0	8	/	1	-18	14	1
33	CC1CCN(C(=O)CSc2nc(N)c3c4c(sc3n2)CN(C)CC4)CC1	3	/	1	-1	2	-7	6	-17	1	-1
34	O=C1NCCN1CCNS(=O)(=O)c1ccc(F)cc1	16	-1	4	4	-1	1	0	11	2	-2
35	Oc1ccc(C=Nc2ccccc2-c2nc3ccccc3[nH]2)cc1	-142	3	-5	-8	-7	16	34	-131	0	18
36	CCOC(=O)[C@H]1[C@H]2COc3cc(OC)ccc3[C@@H]2N2C(=O)N(c3ccc(Br)cc3)C(=O)[C@@]12C	2	-2	-6	0	3	-18	9	-20	-1	0
37	CCOC(=O)C(NC(=O)c1ccccc1)(N1CCCC1=O)C(F)(F)F (stereo not drawn)	-8	0	-3	/	-4	-7	1	-9	0	1
38	O=S(=O)(NCCCO)c1ccc2c(c1)Cc1cc(S(=O)(=O)NCCCO)ccc1-2	-8	-3	-2	-4	-3	15	-12	-11	0	-1
39	O=C(CCCN1C(=O)/C(=C/c2ccccc2Cl)SC1=S)N1CCOCC1	-50	-2	-7	-3	8	-1	-29	4	4	-16
40	Cc1ccc2nc(-c3cccs3)oc(=O)c2c1	-2	0	-6	-5	-3	4	7	-18	2	4
41	Cc1nc2ccc(Br)cc2c2c1CC(CBr)O2 (stereo not drawn)	16	0	-2	15	-1	11	-18	-28	-2	-12
42	COc1ccccc1NC(=O)c1c(N=Cc2cccc([N+](=O)[O-])c2)cnn1C	22	1	1	11	0	/	5	-17	1	-4
43	COc1ccc(NC(=O)COC(=O)C23CC4CC(CC(Cl)(C4)C2)C3)c(OC)c1	10	1	-1	-1	1	-10	13	-18	0	3
44	O=C(CCN=C1NS(=O)(=O)c2ccccc21)OCc1nnc(-c2ccccc2)o1	-27	-1	/	4	/	2	8	/	0	1
45	CCOC(=O)C(C)Sc1nc(C2CC2)cc(C(F)(F)F)c1C#N (stereo not drawn)	5	0	7	6	-2	-7	-4	-3	-2	-4
46	Cc1ccc(OCC(=O)Nc2cccc(-c3nnc(-c4ccccc4)o3)c2)cc1	-52	1	-1	6	3	8	42	-28	3	23
47	O=C(CCl)N=c1sccn1Cc1cccc2ccccc12	2	/	92*	1	9	-6	-17	-15	-1	-9
48	O=C(Nc1ccc(Br)cc1)c1ccc(N2C(=O)C3CC=CCC3C2=O)cc1 (stereo not drawn)	1	-2	7	0	1	-4	39	9	1	1
49	Cc1ccc(CNS(=O)(=O)c2ccc3c(c2)C(C)(C)C(=O)N3C)cc1	-3	-3	-8	2	-5	8	15	-19	-1	7
50	CC(=O)c1cccc(NC(=O)CCc2nnc3ccc(NCc4ccco4)nn23)c1	13	3	-2	5	-5	4	0	14	3	-2
51	CC(NC(=O)CCSc1nc(-c2ccco2)cc(C(F)(F)F)n1)c1ccccc1 (stereo not drawn)	32	-1	1	7	3	0	10	6	0	4
52	CCN(CC)CCCN1C(=O)c2oc3ccccc3c(=O)c2C1c1cccs1 (stereo not drawn)	10	/	2	-3	7	/	-19	0	1	-5
53	COC(=O)CCC(C)N1CCC(Oc2ccc(C(=O)NCc3ccccn3)cc2)CC1 (stereo not drawn)	12	/	-1	-4	-3	/	1	-3	-1	1
54	Cc1ccc(S(=O)(=O)NC(Cc2ccccc2)C(=O)O)cc1 (stereo not drawn)	12	0	7	3	3	2	-2	-27	2	-5
55	Cc1cc(N/N=C/c2ccccc2O)nc(N2CCOCC2)n1	-33	-1	3	-1	1	8	28	-30	0	7

Compounds from the list above with bromine, in the order listed:
No.	mol	aSyn 5UTR inh	GSK3 alpha inh	IEC-6 cytotox	Platelet DG rel	HSP90 refold inh	Dyrk1A ADPGlo	HSF1 activator	KLF5 inh	GSK3beta inhib	HSF1 inhib
8	CC(C)(C)NC(=S)Nc1ccc(Br)cc1	-52	1	-3	0	1	0	5	-40	1	9
28	OCCNCc1cccc(Br)c1	2	2	3	-2	1	1	8	-6	2	-3
36	CCOC(=O)[C@H]1[C@H]2COc3cc(OC)ccc3[C@@H]2N2C(=O)N(c3ccc(Br)cc3)C(=O)[C@@]12C	2	-2	-6	0	3	-18	9	-20	-1	0
41	Cc1nc2ccc(Br)cc2c2c1CC(CBr)O2 (stereo not drawn)	16	0	-2	15	-1	11	-18	-28	-2	-12
48	O=C(Nc1ccc(Br)cc1)c1ccc(N2C(=O)C3CC=CCC3C2=O)cc1 (stereo not drawn)	1	-2	7	0	1	-4	39	9	1	1

Compound activity: PubChem BioAssay, several laboratories

Only part of the results is shown; rates above refer to the full screens.
